Screening data as filed in PubChem.
BRCA1 expr up: qHTS Assay to Identify Small Molecule Activators of BRCA1 Expression | MCF7-BRCA1-FFLuc reporter, luminescence, 48 h; response scale: scaled: vehicle 0%, 10 µM genistein 100% | Potency, µM (series often up to 46.1 µM), without a hit: at the highest dose activation, actives largely listed as activators | 1.1% of 380,000 active; note: potency is the fitted concentration of half-maximal effect; nearly all actives have a fitted effect of over 80% in size; some results filed as inactive show a strong effect at the top dose
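First, MCF7-BRCA1-FFLuc cells (2000/well) attach for 2 h; next, compounds are pin-added and incubated 48 h at 37 °C; finally, luciferase reagent is added and luminescence read after 15 min.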
TRPV1 agonist: HTS Assay for Compounds that Act as Agonists of the Vanilloid Receptor 1 | activation, % at 8.33 µM | TRPV1-expressing cells, Fluo-8 calcium influx, agonist mode | 0.19% of 320,000 active; in the data active = activation above about 80%; inconclusive = between about 30% and that limit; note: 0% is about no effect
Target sequence (Q8NER1 whole entry, looked up): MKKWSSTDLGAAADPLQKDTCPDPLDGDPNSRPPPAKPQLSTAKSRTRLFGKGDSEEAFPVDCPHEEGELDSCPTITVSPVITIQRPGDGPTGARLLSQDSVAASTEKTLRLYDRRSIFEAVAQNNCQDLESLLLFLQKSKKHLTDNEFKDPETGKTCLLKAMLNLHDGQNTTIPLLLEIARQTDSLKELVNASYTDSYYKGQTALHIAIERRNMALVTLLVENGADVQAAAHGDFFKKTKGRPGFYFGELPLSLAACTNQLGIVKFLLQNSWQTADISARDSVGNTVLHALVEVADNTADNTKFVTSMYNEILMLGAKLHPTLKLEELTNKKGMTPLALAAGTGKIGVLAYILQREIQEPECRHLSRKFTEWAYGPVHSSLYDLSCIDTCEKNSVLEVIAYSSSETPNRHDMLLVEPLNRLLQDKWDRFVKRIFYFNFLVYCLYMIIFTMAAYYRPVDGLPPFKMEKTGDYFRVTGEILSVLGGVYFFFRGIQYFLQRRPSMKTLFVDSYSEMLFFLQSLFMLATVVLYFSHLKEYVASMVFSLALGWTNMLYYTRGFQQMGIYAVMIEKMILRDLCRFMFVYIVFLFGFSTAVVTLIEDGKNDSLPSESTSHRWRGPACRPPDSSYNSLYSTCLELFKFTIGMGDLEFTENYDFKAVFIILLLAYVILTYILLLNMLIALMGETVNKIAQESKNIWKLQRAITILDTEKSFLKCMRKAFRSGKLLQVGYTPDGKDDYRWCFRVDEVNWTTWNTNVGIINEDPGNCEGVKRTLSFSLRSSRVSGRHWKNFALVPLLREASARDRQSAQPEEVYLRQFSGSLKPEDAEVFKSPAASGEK
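Fluo-8 calcium influx in TRPV1-expressing cells, kinetic read (ex 480/em 520 nm). Compound added and read 3 min for agonist activity, followed by capsaicin at EC20 final and 2 min further read for enhancement.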
PTAP TSG101 blk: qHTS Assay for Iinhibitors of HIV-1 Budding by Blocking the Interaction of PTAP/TSG101; AID 493005, 2010; 340,000 tested, under 10 active; Potency, µM (top dose mostly 115 µM), for the others: at the highest dose activity change, negative = inhibition, actives largely listed as inhibitors; Fluorescence polarization, FITC-PTAP peptide / Tsg101 binding; Tumor susceptibility gene 101 protein (Homo sapiens), Q99816; active = well fitted inhibition curve with a large enough effect in the main read-out, with a control signal flat, not every such curve was filed as active; inconclusive = small, poorly fitted or top-dose-only effect, or effect the other way, or a change in a side signal; inactive = no such curve, though single readings can be large or run the other way; note: potency is the fitted concentration of half-maximal effect; % of control where 0% means no effect
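Fluorescence polarization binding of Tsg101 binding domain (10 uM final) to FITC-labeled PTAP peptide (50 nM final) in HEPES pH 7.5 buffer with NaCl, Tween 20, EDTA, TCEP. Compounds added before peptide; binding 20 min at RT.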
B2AR arrestin: qHTS assay of beta-arrestin-biased ligands of beta2-adrenergic receptor; beta-arrestin recruitment to beta2AR, cell-based reporter; Potency, µM (titrated, usually from 46.1 µM), inactives show at the highest dose activation, hits mostly activators; 0.02% of 330,000 active; AID 492947, 2010;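 note: potency is the fitted concentration of half-maximal effect; 0% = DMSO controls and full agonism = EC100 isoproterenol or metaproterenol; nearly all actives have a fitted effect of over 65% in size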
AT treatment: qHTS Assay for Identifying a Potential Treatment of Ataxia-Telangiectasia; […] A-T fibroblasts, KAP-1 phosphorylation AlphaLISA; neocarzinostatin DNA damage 30 min before lysis; Potency, µM (titrated, usually from 57.5 µM), for inactives: at the top dose activation, usual class: activators; 0.19% of 320,000 active; note: potency is the fitted concentration of half-maximal effect; % of control where 0% means no effect; nearly all actives have a fitted effect of over 45% in size
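hTERT-immortalized A-T patient fibroblasts ([…]), 500 cells/well in OPTI-MEM, 1% FBS, got compounds for 60 min, then NCS for 30 min at 37C. Lysates were then assayed for phospho-KAP-1 by AlphaLISA (anti-pKAP1 donor, anti-KAP1 acceptor beads), 6 hr at 25C.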
p53 reactivator: qHTS assay for re-activators of p53 using a Luc reporter | H1299 p53-A138V BP100-luciferase reporter, luminescence, 24 h | AID 504706, 2011 | Potency, µM (series often up to 92.2 µM), for the others: at the highest dose activity change, positive = activation, usual class: activators | 0.063% of 320,000 active; note: potency is the fitted concentration of half-maximal effect; % of control where 0% means no effect; nearly all actives have a fitted effect of over 45% in size
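H1299 (p53-null), stable ts p53-A138V + BP100-Luc; 1000 cells/well, Opti-MEM/10% FBS; cpd 4 pt, 1:5; 24 h, 37 deg C, 5% CO2; detection reagent 10 min RT; luminescence.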
TCR act: Activators of T cell receptors: qHTS campaign. 330,000 tested, under 10 active. Potency, µM (titrated, usually from 9.22 µM), without a hit: at the top dose activation of IL-2 secretion, most hits filed as activators. AID 504894, 2011. primary human leukocytes, anti-CD3, IL-2 HTRF, 48 h; note: % of control where 0% means no effect
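TCR engagement came from a-CD3 beads alone, with compounds added to primary human leukocytes for 48 hr. Secreted IL-2 bridged europium cryptate- and d2-labelled anti-IL-2 antibodies, giving FRET emission at 665nm after 320nm excitation.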
a7 integrin act: qHTS for Activators of Integrin-Mediated Alleviation for Muscular Dystrophy; alpha7betagal myoblasts, beta-gal FDG fluorescence, 48 h; Potency, µM (series often up to 38.3 µM), inactives show at the highest dose activation, most hits filed as activators; 0.064% of 350,000 active; AID 624291, 2012;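 note: potency is the fitted concentration of half-maximal effect; 100% = response of the positive control SU9516; nearly all actives have a fitted effect of over 60% in size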
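alpha7betagal+/- myoblasts (passage 13, 250/well) treated 48 h at 37C with compounds at 1:260 dilution of DMSO stock. Lysed, then beta-galactosidase activity read as FDG fluorescence (ex 480/em 540) after 30 min, with pre-read for autofluorescence.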
CXXC DNA block: qHTS Fluorescence Polarization Assay for Inhibitors of MLL CXXC domain - DNA interaction; Histone-lysine N-methyltransferase 2A (Homo sapiens), Q03164; MLL-CXXC / FITC-HOXA9 DNA fluorescence polarization; Potency, µM (top dose mostly 115 µM), inactives show at the top dose activity change, negative = inhibition, most hits filed as inhibitors; 0.037% of 290,000 active; active = well fitted inhibition curve with a large enough effect in the polarisation, with a control signal flat, not every such curve was filed as active; inconclusive = small, poorly fitted or top-dose-only effect, or effect the other way, or a change in a side signal; inactive = no such curve, though single readings can be large or run the other way; the % refers to the polarisation; note: potency is the fitted concentration of half-maximal effect
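Purified MLL-CXXC (added from a 7 uM solution) was preincubated 5 min at ambient with pinned compounds in 50 mM Tris-HCl pH 7.5, 50 mM NaCl, 1 mM DTT, 0.05% BSA. Fluorescein-labeled HOX-A9 DNA (50 nM solution) followed, 30 min, then polarization read.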
ELG1 DNA repair: qHTS screen for small molecules that inhibit ELG1-dependent DNA repair in human embryonic kidney (HEK293T) cells expressing luciferase-tagged ELG1 | HEK293T ELG1-luciferase reporter, luminescence, 16 h; DNA damage induced by 5-fluorouridine | Potency, µM (highest dose often 46.1 µM), for inactives: at the top dose activity change, negative = inhibition, hits mostly inhibitors | 2.3% of 330,000 active; note: potency is the fitted concentration of half-maximal effect; % is set by controls: 0 for no effect and ±100 for the full control effect; nearly all actives have a fitted effect of over 55% in size
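Reporter activity after DNA damage by 5-fluorouridine is monitored. Compound-treated cells incubate 16 hr at 37 °C, then ONE-Glo is added for 30 min before luminescence reading.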
* marks the source's active call; other numbers are inactive results; [ ] = another dose, or the depositor's remark. Unless noted, calls come from the whole dose curve; as a rule, active = well fitted curve in the direction sought with a large enough effect; inconclusive = small, poorly fitted or top-dose-only effect, or another doubt; inactive = no such curve, though single readings can be large; an effect the other way counts as inactive or inconclusive.

What do the screens show for `Cc1ccc(CNC(=O)CCNC(=O)Cn2ccc3ccccc3c2=O)o1`?
BRCA1 expr up: 0.3%[1.84 µM]; TRPV1 agonist: 0.5; PTAP TSG101 blk: -4.4%; B2AR arrestin: -1.2%; AT treatment: -2.2%; p53 reactivator: 15.3%; TCR act: -1.0%; a7 integrin act: 3.9%; CXXC DNA block: -1.2%; ELG1 DNA repair: 8.2%

What do the screens show for `O=C1CSC(c2cccc([N+](=O)[O-])c2)N1Cc1ccccc1` (stereo not given)?
BRCA1 expr up: -37.1%; TRPV1 agonist: -1.1; PTAP TSG101 blk: -4.5%; B2AR arrestin: 3.6%; AT treatment: 3.3%; TCR act: 0.9%; a7 integrin act: 9.2%; CXXC DNA block: 32.2%[activator]; ELG1 DNA repair: -0.2%

Results for Cc1cc(C(=O)NC2CCCc3c2cnn3-c2ccc(C)c(C)c2)n(C)n1 (stereo not given) ?
BRCA1 expr up: -27.8%; TRPV1 agonist: inconclusive; PTAP TSG101 blk: -1.9%; B2AR arrestin: -0.5%; AT treatment: 7.3%; p53 reactivator: -18.8%; TCR act: -11.7%; a7 integrin act: -43.1%; CXXC DNA block: 2.6%; ELG1 DNA repair: 1.4%

Results for O=c1[nH][nH]c(=O)c2cc(N3CCCC3)ccc12 ?
BRCA1 expr up: 7.7%; TRPV1 agonist: 0.7; PTAP TSG101 blk: -10.2%; B2AR arrestin: -0.7%; AT treatment: -5.4%; p53 reactivator: 1.3%; TCR act: -2.8%; a7 integrin act: 19.0%; CXXC DNA block: -2.0%; ELG1 DNA repair: 0.3%

How did CCCCc1n[nH]c2c1/C(=N/O)CC(c1ccccc1)C2 (stereo not given) do in these assays?
BRCA1 expr up: 11.8%; TRPV1 agonist: -4.1; PTAP TSG101 blk: 0.0%; B2AR arrestin: 0.0%; AT treatment: 8.0%; p53 reactivator: -5.9%; TCR act: 1.4%; a7 integrin act: 13.7%; CXXC DNA block: -9.2%; ELG1 DNA repair: inconclusive

What do the screens show for `Cc1cc(C)n(C(=O)c2cccc([N+](=O)[O-])c2C)n1`?
BRCA1 expr up: -7.5%; TRPV1 agonist: 2.3; PTAP TSG101 blk: -0.1%; B2AR arrestin: 3.9%; AT treatment: 4.9%; TCR act: 0.6%; a7 integrin act: 13.7%; CXXC DNA block: 4.3%; ELG1 DNA repair: -15.4%

Results for CC(C)N(Cc1nc(-c2ccc(Cl)cc2)no1)C(=O)C12CC3CC(CC(C3)C1)C2 ?
BRCA1 expr up: -19.3%; TRPV1 agonist: 1.8; PTAP TSG101 blk: 0.8%; B2AR arrestin: -0.3%; AT treatment: 4.3%; p53 reactivator: -1.7%; TCR act: -0.9%; a7 integrin act: -8.3%; CXXC DNA block: -0.6%; ELG1 DNA repair: -1.7%

What do the screens show for `Oc1[nH]c2ccc(Br)cc2c1N=NC(=S)Nc1ccc(F)cc1`?
BRCA1 expr up: -76.6%[inhibitor]; TRPV1 agonist: -1.7; PTAP TSG101 blk: -5.4%; B2AR arrestin: 0.4%; AT treatment: 0.0%; p53 reactivator: -7.9%; TCR act: 2.2%; a7 integrin act: -67.3%[inhibitor]; CXXC DNA block: -1.0%; ELG1 DNA repair: inconclusive

What do the screens show for `CC(CCc1ccccc1)NC(=S)NC1CCCCC1` (stereo not given)?
BRCA1 expr up: -10.6%; TRPV1 agonist: inconclusive; PTAP TSG101 blk: 5.3%; B2AR arrestin: -0.2%; AT treatment: 2.8%; p53 reactivator: -2.1%; TCR act: -1.3%; a7 integrin act: 0.8%; CXXC DNA block: -7.3%; ELG1 DNA repair: inconclusive

Results for COc1ccc(CC2(CO)CCN(Cc3cnn(-c4ccccc4OC)c3)CC2)cc1 ?
BRCA1 expr up: -1.9%; TRPV1 agonist: -2.1; PTAP TSG101 blk: -0.3%; B2AR arrestin: -0.7%; AT treatment: -3.1%; p53 reactivator: 0.0%; TCR act: 8.1%; a7 integrin act: -10.2%; CXXC DNA block: 6.0%; ELG1 DNA repair: -6.3%

What do the screens show for `CCN(c1ccccc1)S(=O)(=O)c1ccc(Cl)c(NC(=O)CN2C(=O)NC3(CCCC3)C2=O)c1`?
BRCA1 expr up: -2.4%; TRPV1 agonist: 1.6; PTAP TSG101 blk: -12.2%; B2AR arrestin: -0.1%; AT treatment: -4.5%; p53 reactivator: -2.6%; TCR act: -5.6%; a7 integrin act: -34.4%; CXXC DNA block: -7.9%; ELG1 DNA repair: -7.2%

Results for Cc1ccc(C(=O)Nc2sc3c(c2C(=O)O)CCC(C)C3)o1 (stereo not given) ?
BRCA1 expr up: 5.7%; PTAP TSG101 blk: -4.0%; B2AR arrestin: -0.6%; AT treatment: -5.6%; p53 reactivator: 22.2%; a7 integrin act: 11.0%; ELG1 DNA repair: inconclusive

Results for Cc1cc(C)nc(SCCn2c(N3CCCCC3)nc3c2c(=O)n(C)c(=O)n3C)n1 ?
BRCA1 expr up: -14.7%; TRPV1 agonist: -1.7; PTAP TSG101 blk: -3.3%; B2AR arrestin: -0.1%; AT treatment: 2.5%; p53 reactivator: 1.6%; TCR act: -6.3%; a7 integrin act: 39.0%; CXXC DNA block: -0.9%; ELG1 DNA repair: 8.5%

How did COc1ccc2[nH]c(C)c(C(=O)CN3CCN(C(=O)c4ccco4)CC3)c2c1 do in these assays?
BRCA1 expr up: -0.2%; TRPV1 agonist: -4.4; PTAP TSG101 blk: -10.1%; B2AR arrestin: -0.2%; AT treatment: -2.7%; p53 reactivator: 2.5%; TCR act: 7.0%; a7 integrin act: 15.6%; CXXC DNA block: -0.8%; ELG1 DNA repair: -4.1%

How did O=C(COC(=O)c1cc(Cl)ccc1O)NCCC1=CCCCC1 do in these assays?
BRCA1 expr up: -2.3%; TRPV1 agonist: 4.9; PTAP TSG101 blk: -3.5%; B2AR arrestin: 0.1%; AT treatment: -0.9%; p53 reactivator: 12.4%; TCR act: 11.6%; a7 integrin act: 22.1%; ELG1 DNA repair: 19.6%

What do the screens show for `O=C(/C=C/c1ccccc1)NCC(=O)N/N=C/c1ccccc1[N+](=O)[O-]`?
BRCA1 expr up: -25.7%; TRPV1 agonist: 6.0; PTAP TSG101 blk: 0.8%; B2AR arrestin: 0.4%; AT treatment: 4.6%; p53 reactivator: -1.3%; TCR act: -7.2%; a7 integrin act: 8.8%; CXXC DNA block: 5.3%; ELG1 DNA repair: -0.4%

Results for Cc1cccc([N+](=O)[O-])c1NC(=O)CN(Cc1ccccc1)Cc1ccccc1 ?
BRCA1 expr up: -68.3%; TRPV1 agonist: 18.5; PTAP TSG101 blk: -1.5%; B2AR arrestin: 0.0%; AT treatment: -1.5%; p53 reactivator: 4.5%; TCR act: -4.9%[46.1 µM]; a7 integrin act: -35.2%; CXXC DNA block: -0.8%; ELG1 DNA repair: -16.6%

How did CCOC(=O)C1(Cc2cccc(OC)c2)CCCN(C(=O)CCSC)C1 (stereo not given) do in these assays?
BRCA1 expr up: 70.2%; TRPV1 agonist: 9.5; PTAP TSG101 blk: -3.4%; B2AR arrestin: -1.0%; AT treatment: -1.0%; p53 reactivator: 13.8%; TCR act: -2.0%; a7 integrin act: -4.6%; CXXC DNA block: -4.6%; ELG1 DNA repair: inconclusive

What do the screens show for `Cc1cc(C)c(O)c(CN(C)Cc2cc(Cl)cc(Cl)c2O)c1`?
BRCA1 expr up: -81.3%; PTAP TSG101 blk: -5.8%; TCR act: 8.6%; a7 integrin act: -29.3%

Results for C[n+]1ccc(C(=O)NCCC[N+](C)(C)C)cc1/C=N/O ?
BRCA1 expr up: -0.5%; TRPV1 agonist: 1.5; PTAP TSG101 blk: -6.2%; B2AR arrestin: -0.9%; AT treatment: 7.1%; p53 reactivator: 1.4%; TCR act: -3.8%; a7 integrin act: -8.3%; CXXC DNA block: -23.9%; ELG1 DNA repair: 11.5%

How did CCOc1ccc(/C=C\C(C)=N\O)cc1 do in these assays?
BRCA1 expr up: 2.82µM*; TRPV1 agonist: 3.9; PTAP TSG101 blk: -2.3%; B2AR arrestin: 0.4%; AT treatment: -7.4%; p53 reactivator: inconclusive; a7 integrin act: 8.8%; CXXC DNA block: 6.2%; ELG1 DNA repair: inconclusive

Rows were taken by chance. About 3.8% of those tested had a hit in this group.
